# AMA1-RON2 inh: inhibitors of Plasmodium falciparum AMA1-RON2 interaction; Potency, µM (titrated, usually from 58.2 µM), for inactives: at the top dose activity change, negative = inhibition, hits mostly inhibitors; AID 720542; actives 0.2% (n = 360,000); AlphaScreen AMA1-biotinylated RON2 peptide binding; active = well fitted inhibition curve with a large enough effect; inconclusive = small, poorly fitted or top-dose-only effect; inactive = no such curve, though single readings can be large or run the other way;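 note: potency is the fitted concentration of half-maximal effect; 0% = vehicle wells and -100% = peptide control; nearly all actives have a fitted effect of over 45% in size; some results filed as inactive show a strong effect at the top dose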
#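 AMA1 (3D7) with his tag at 25 nM final met compounds first, then biotinylated RON2 peptide at 25 nM; detection used donor plus acceptor beads, 10 µg/mL apiece, read by AlphaScreen after 30 min at room temperature.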
# HCMV antiviral: blocks human cytomegalovirus replication; HFF cells, HCMV-luciferase reporter, 72 h; stronger effect = lower value; activity change, negative = inhibition, % at 57.5 µM; actives 4.5% (n = 410,000); AID 1259415; in the data active = activity change below about -60%; inconclusive = no clear call, values can overlap the other calls; inactive = above about -39%
#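 Cell-based, HFFs, 1000 cells/well, 16 h 37C; cpds in DMSO + HCMV-luc, MOI 1 PFU/cell; 72 h 37C; OneGlo luminescence after 5 min RT; norm. to buffer vs Salinomycin 10uM.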
# * marks the source's active call; other numbers are inactive results; ? = inconclusive; [ ] = remark or other dose. Unless noted, % is set by controls: 0 for no effect and ±100 for the full control effect. Some of the compounds tested. The share of hits here may be higher or lower than overall.
nr	structure	AMA1-RON2 inh	HCMV antiviral
1	CC(C)[C@H](COC=O)NC(=O)[C@H]1O[C@@H](n2ccc(N)nc2=O)[C@H](O)[C@@H]1O	14%	-14
2	CN(C)c1ccc(C=O)c(Oc2ccccc2)c1	-5%	-15
3	Cn1c(SCCc2ccc([N+](=O)[O-])cc2)nccc1=O	-4%	10
4	CC1(C(=O)NS(=O)(=O)c2ccc(Br)cc2)CCN1C(=O)C/C=C/c1ccccc1 (stereo not given)	2%	-14
5	CC(=O)NC(CC(C)C)C(=O)NC(CO)C(=O)NC(CCC(=O)O)C(=O)NC(C)C(=O)NC(CC(C)C)C(N)=O (stereo not given)	50%[activator]	-32
6	CCO[C@H]1OC(C(=O)O)=C[C@@H](c2coc3ccccc3c2=O)[C@@H]1CCCO	4%	-8
7	COc1ccccc1Cc1c(C(C)(C)C)nc2cc(C)c(Br)c(C)n12	-10%	44
8	Cc1ccc(NC(=O)Cc2ccc(Cl)cc2)nc1	10%	-7
9	O=C(NCc1ccncc1)[C@@H]1CCCN1C(=O)[C@H]1CCCN1C(=O)c1ccccc1	3%	-16
10	CC1(C(=O)Nc2ccccc2Br)CCN1C(=O)Cc1ccc(Cl)cc1Cl (stereo not given)	0%	5
11	O=C(NCc1cccc(Br)c1)c1cc(-c2ccccc2)nn1CC1CC(c2cccnc2)=NO1 (stereo not given)	14%	-3
12	CCCCCCCCCCCn1nnnc1N	20%	-4
13	CCCCNC(=O)C1(C)CCN1C(=O)c1cc2ccccc2s1 (stereo not given)	7%	?
14	O=P1(c2ccccc2)Nc2ccccc2N1c1ccccc1 (stereo not given)	?	-64*
15	CC1(C(=O)Nc2cccc3c2CCCC3)CCN1C(=O)Cc1ccccc1Cl (stereo not given)	1%	-19
16	O=C1c2ccccc2C(c2nnnn2-c2ccc3c(c2)OCCO3)N1CCc1ccccc1F (stereo not given)	2%	-22
17	CCc1nc2ccc(C(=O)NCCN3CCNC3=O)cn2c1N(C)CCC(C)C	3%	13
18	C(=C\c1ccccc1)/CN1CCN(C(c2nnnn2C2CCCCC2)C2CC2)CC1 (stereo not given)	-8%	-10
19	CC(O)(c1cccnc1)c1nc(-c2ccc(F)c(Cl)c2)cs1 (stereo not given)	4%	2
20	COc1ccc(S(=O)(=O)N(C)C[C@H]2Oc3c(NC(=O)Nc4ccccc4)cccc3C(=O)N([C@H](C)CO)C[C@@H]2C)cc1	0%	-34
21	CC(SC(C)C(=O)NN=Cc1cccc(F)c1)C(=O)NN=Cc1cccc(F)c1 (stereo not given)	-3%	5
22	CC(C)OC(=O)N(C)C[C@@H]1OCc2ccccc2-c2c(n(C)c3ccccc23)C(=O)N([C@@H](C)CO)C[C@H]1C	9%	68
23	O=C(O)C(Cc1ccccc1)N1C(=O)C=CC1=O (stereo not given)	180%[activator]	17
24	CCC(c1nnnn1-c1ccc2c(c1)OCCO2)N1CCN(c2cc(C)ccc2C)CC1 (stereo not given)	4%	-12
25	COc1ccc(Nc2c(-c3ccc(F)cc3)nc3nc(C)cc(C)n23)cc1	-26%	-67*
26	CN1CCN(C(=O)c2ccc3c(=O)n(CCc4ccccc4)c(=S)[nH]c3c2)CC1	-4%	-4
27	CCCOc1ccc(C(=O)Nc2cc(S(=O)(=O)N3CCOCC3)ccc2N2CCN(CC)CC2)cc1OC	-7%[11.6 µM]	-2
28	CCOC(=O)C1C(C)C(C(C)(C)C)N(S(=O)(=O)c2ccc(C)cc2)C1c1ccccc1 (stereo not given)	-7%	-77*
29	c1coc(-c2ccc3nncn3c2)c1	?	-2
30	COc1ccc(S(=O)(=O)NC(=O)C2(C)CCN2C(=O)C2(c3ccccc3)CCCC2)cc1 (stereo not given)	-7%	16
31	CCOC(=O)C[C@H]1c2ccccc2S(=O)(=O)N1c1cccc(OC)c1	-1%	9
32	NCCc1ccccc1	-7%	-12
33	Clc1ccc2nc(C(Cl)(Cl)Cl)[nH]c2c1	-29%	1
34	CC(=O)Nc1ccc(CNc2nc(NCC3CC3)nc3ccsc23)cc1	-21%	-14
35	CCOc1ccc(-c2noc([C@@H]3O[C@H](CO)[C@@H](O)[C@H]3O)n2)cc1	3%	54
36	NC(=O)C1(Nc2ccccc2Cl)CCCC1	-9%	14
37	O=C(O)C(=Cc1ccc([N+](=O)[O-])cc1)c1cccc(Cl)c1	-6%	-30
38	COC(=O)c1ccc2nc(C(C)(C)C)c(Cc3ccc(OC)cc3C)n2c1	-5%	20
39	COc1ccc(CCNC(=O)Nc2ccc3c(c2)c(=O)n(C)n3Cc2ccc(Cl)cc2)cc1OC	-11%	-21
40	O=C1CCSc2c1ccc1ccccc21	27%	32

# Values by screen from the list:
# AMA1-RON2 inh, nos. 33–40 → -29%, -21%, 3%, -9%, -6%, -5%, -11%, 27%
# HCMV antiviral, nos. 33–40 → 1, -14, 54, 14, -30, 20, -21, 32

# Following part:
nr	structure	AMA1-RON2 inh	HCMV antiviral
41	CC(C)C[C@@H](CNCC(=O)[C@H](Cc1ccccc1)NC(=O)c1[nH]cnc1C(=O)N[C@@H](C)CN)NC(=O)c1nc[nH]c1C(=O)N[C@@H](C)C(=O)O	48%[activator]	-2
42	Cc1noc(C)c1-c1ccc(C(=O)NC2CCCCC2)c2occc12	0%	92
43	Cc1ccc(C(=O)Nc2cccc3ccccc23)o1	-21%	-12
44	C#Cc1ccc([C@@H]2C=C(C(=O)NCc3ccccc3)O[C@H](OCCCCO)C2)cc1	-10%	-13
45	CC1(C(=O)Nc2cnc3ccccc3c2)CCN1Cc1cc2ccccc2o1 (stereo not given)	3%	-20
46	COC(=O)C1=C(c2cc3ccccc3o2)C[C@@H]2CC[C@H]1N2C(=O)NCCO	-5%	13
47	CCOC(=O)c1cn(Cc2ccccc2)nc1-c1ccccc1	15%	-1
48	COc1ccc([C@H]2/C=C\CN(S(=O)(=O)c3cccc4cccnc34)[C@@H](C)C(=O)N2Cc2ccc(F)cc2)cc1	-6%	-27
49	CN1OC[C@@H]2CN(Cc3ccccc3)[C@H](c3ccc(N4CCCCC4)cc3)C[C@@H]21	?	-20
50	COc1cc(-c2cc3nc(NCCOc4ccccc4)ccn3n2)cc(OC)c1OC	-16%	46
51	Cc1oc(-c2ccc(F)cc2F)nc1CN1CCN(C(=O)c2ccco2)CC1	-13%	?
52	CNC(=O)C[C@@H]1C(=O)N(c2ccc(OC)cc2)CC1(C)C	2%	-15
53	O=C(C1CCCCC1)N1C[C@H](O)[C@@H](n2cc(-c3ccc(F)cc3)nn2)C[C@@H]1c1ccccc1	-6%	-12
54	COc1cc(CNC(=O)c2cc(-c3cc(C)cc(F)c3)n[nH]2)cc(OC)c1	-2%	-29
55	O=C1NC[C@@H](CCCCN2C[C@H](Cc3ccccc3)N(CCC3CCCCC3)C(=O)C2=O)N(Cc2ccccc2)C1=O	-10%	-17
56	CC(=O)c1c(C)[nH]c(C(=O)OC(C)C(=O)NC2CCCCC2)c1C (stereo not given)	0%	-26
57	CCN(CC)C(=O)n1nc(C)c(CN2C(=O)c3ccccc3C2=O)c1C	-5%	36
58	OCC1OC(n2cnc3c(NC4CCCC4)ncnc32)C(O)C1O (stereo not given)	-6%	25
59	COc1ccc(-c2csc(N(CCCN(C)C)C(=O)c3ccc(OC)c(OC)c3)n2)cc1	0%	11
60	O=C1NC(=O)C2C3OC(C(Br)C3Br)C12 (stereo not given)	2%	-36
61	CC(O)(c1ccc(F)c(F)c1)c1nc(-c2ccc3ccccc3c2)cs1 (stereo not given)	15%	-35
62	CCOC(=O)CC1=CCc2c1ccc(OC)c2OC	12%	31
63	COc1ccc(C(C)(O)c2nc(-c3cccc(C(=O)O)c3)cs2)cc1 (stereo not given)	-2%	32
64	CC(=O)Nc1ccc(CN(C)c2c(C)nc3ccc(C(=O)N4CCN(c5ccccc5)CC4)cn23)cc1	-12%	1
65	O=C(NC1CCCCC1)N1Cc2cc(N3CCOCC3)ccc2-n2nncc2C1	0%	49
66	COc1ccc([C@H]2N[C@]3(CCCN(Cc4ccc(Cl)cc4)C3=O)[C@H]3C(=O)N(Cc4ccccc4)C(=O)[C@@H]23)cc1	-12%	-22
67	COC(=O)c1ccc2nc(-c3ccc(Cl)cc3)c(CC3CCCCC3)n2c1	-7%	7
68	CCNC(=O)C1CCCN(C(=O)c2ccccc2OC(F)(F)F)CC1 (stereo not given)	-2%	-9
69	O=[N+]([O-])c1ccc(N2CCN(Cc3ccccc3)CC2)c2c1no[n+]2[O-]	22µM*	53
70	COc1ccccc1CN1CCN(C(=O)c2cccc3ccccc23)CC1	?	30
71	COCCNc1nc(Nc2ccc(Cl)cc2F)c2sccc2n1	6%	?
72	COc1ccc(CCNC(=O)CCCCC(=O)NCCc2ccc(OC)c(OC)c2)cc1OC	-10%	-4
73	Cc1ccccc1Nc1nc(N)nc(COC(=O)c2nn(C)c(=O)c3ccccc23)n1	23%	-6
74	COc1cc2sc3ccc(-c4ccc(N(C)C)nc4)cc3c(=O)c2cc1OC	-1%	68
75	COc1ccc(S(=O)(=O)NC(=O)C2(C)CCN2C(=O)c2cccc(F)c2)cc1 (stereo not given)	4%	-14
76	O=C1NN(c2ccccc2)C(=O)C1=Cc1ccccc1	-3%	25
77	CCCCN1CC(COCc2ccccc2)OCCS1(=O)=O (stereo not given)	-6%	-2
78	O=C(Nc1ccc(F)cc1)N1Cc2ccccc2-n2nncc2C1	0%	-7
79	Cc1ccc([C@H]2N[C@]3(CCCN(Cc4ccc(C(F)(F)F)cc4)C3=O)[C@H]3C(=O)N(C)C(=O)[C@@H]23)cc1	-6%	15
80	Cc1cccc(N(CC(=O)N2CCCC2)S(C)(=O)=O)c1C	-5%	9
81	Cc1ccc(CN2CCN(C(=O)/C=C/[C@H]3O[C@@H](n4cc(C)c(=O)[nH]c4=O)C[C@@H]3O)CC2)cc1	-12%	16
82	CN1CCN(C(=O)c2cc3c(c(-c4cccc(-c5cc6ccccc6o5)c4)n2)[C@@H](CCO)N(S(=O)C(C)(C)C)C3)CC1 (stereo not given in full)	0%	-1
83	Cc1cc(C(=O)N2CCC2(C)C(=O)Nc2cccc3ccccc23)nn1C (stereo not given)	-2%	-7
84	C=C1C(=O)[C@]23C[C@H]1CCC2[C@]1(C)C(=O)CC[C@@](C)(C(=O)O)C1C[C@@H]3O (stereo not given in full)	0%	-19
85	CN[C@H](C)C(=O)NC[C@H]1O[C@@H](n2ccc(N)nc2=O)[C@H](O)[C@@H]1O	2%	-7
86	CCCNC(=O)c1cccc(COCC(F)(F)F)c1	-6%	44
87	COc1ccc([C@H]2N[C@]3(CCCN(Cc4ccccc4)C3=O)[C@H]3C(=O)N(C)C(=O)[C@@H]23)cc1	29%	3
88	Cc1cc2cc3c(=O)[nH]c(=O)nc-3n(CC(O)C(O)C(O)CO)c2cc1C (stereo not given)	-1%	12
89	CN(C)c1ncc(C2=C(Cl)C(=O)C(N3CCCC3)=C(Cl)C2=O)s1	?	-64*
90	Cc1cccc(S(=O)(=O)N(C)C[C@H]2OCc3cnnn3CCCC(=O)N([C@@H](C)CO)C[C@H]2C)c1	4%	-8
91	COc1cc(/C=N/NC(=O)c2nnn(-c3nonc3N)c2C)ccc1OCc1ccc(Cl)cc1	-6%	-61*
92	CC(C)(C)OC(=O)N(CCc1ccccc1)Cc1ccc(OCc2cccc(NC(=O)/C=C/c3ccccc3)c2)cc1	-1%	62
93	Cc1cnc(C=NNC(N)=S)c2cccc(N)c12	-2%	-20
94	O=C(CC(=O)NN=Cc1ccc2c(c1)CCC2)NN=Cc1ccc2c(c1)CCC2	20%	-21
95	COc1ccc(S(=O)(=O)N2CCCCC2c2cc(C(=O)NC(C)C)no2)cc1 (stereo not given)	6%	-10
96	Cc1ccccc1NC(=O)Cc1nc(COC(=O)c2nccnc2N)cs1	37%[activator]	-34

# 2 entries from above, with two lines to a compound.
# Results follow in this order: AMA1-RON2 inh, HCMV antiviral
7: COc1ccccc1Cc1c(C(C)(C)C)nc2cc(C)c(Br)c(C)n12
→ -10%, 44
61: CC(O)(c1ccc(F)c(F)c1)c1nc(-c2ccc3ccccc3c2)cs1 (stereo not given)
→ 15%, -35

# (listing goes on)
nr	structure	AMA1-RON2 inh	HCMV antiviral
97	N#C/C(=C/c1ccc(OC(=O)c2ccc(Br)s2)cc1)c1nc2ccccc2[nH]1	22%	-24
98	CC(Oc1ccccc1Cl)C(=O)Nc1ccc(S(=O)(=O)N2CCN(C)CC2)cc1 (stereo not given)	14%	0
99	O=C(c1cccs1)N1C[C@@H](O)[C@H](n2cc(-c3ccc(F)cc3)nn2)C[C@@H]1c1ccc(Cl)cc1	0%	-22
100	O=C(/C=C/c1ccccc1)Nc1cccc(C(=O)NCCCCc2ccccc2)c1	-8%	27
101	CC(=O)c1cccc(-c2ccnc3c2CC(C(=O)Nc2cccc(NS(C)(=O)=O)c2)O3)c1 (stereo not given)	-1%	5
102	CC1(C(=O)NS(=O)(=O)c2ccc3c(c2)CCO3)CCN1C(=O)COc1ccc(Cl)cc1 (stereo not given)	19%	-14
103	CCN1C[C@@H]2[C@@H]3C(=O)N(C)C(=O)[C@@H]3[C@](C)(C1=O)N2C(=O)c1ccc(C(F)(F)F)cc1	6%	18
104	CCN(c1ccccc1)S(=O)(=O)c1cccc(C(=O)NCC(c2ccc(F)cc2)N2CCOCC2)c1 (stereo not given)	6%	-16

# Screens from PubChem BioAssay.
